# Source: PubChem BioAssay (several laboratories)
# b-catenin transl = modulators of beta-catenin nuclear translocation, primary screen, imaging, HeLa cells, immunofluorescence, high-content. nuclear translocation activity, % at 5 µM. actives 0.3% (n = 190,000);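 active = nuclear translocation activity above 50% at 5 µM, with a well cell count of 50 or more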;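 note: per-cell ratio of nuclear to cytoplasmic median beta-catenin stain intensity; plate controls were DMSO negative control for no effect and GSK-3 inhibitor IX positive control for full effect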
#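 Test system: human HeLa cells, native beta-catenin. Compound dosing: 5 µM primary single dose, 0.1% DMSO, 0.02–20 µM confirmation series. Incubation: compound exposure 24 h at 37°C. Detection: beta-catenin immunostaining with DAPI counterstain, 20x imaging, 6 fields/well. Read-out basis: Nuclear/cytoplasmic beta-catenin signal ratio, % activation.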
# human PMI inhibition = inhibitors of human PMI, primary screen, biochemical, fluorescence intensity, coupled assay (AID 1209); Mannose-6-phosphate isomerase (Homo sapiens); purified PMI enzyme, coupled fluorescence intensity; higher % means a stronger effect; one-dose inhibition, % at 20 µM; IC50 in µM for titrated hits; actives 0.42% (n = 190,000);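 note: plate controls were DMSO vehicle for no effect and wells lacking substrate for full effect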
# Dynein transport = inhibitors of GR-EGFP nuclear translocation, primary screen, dynein cargo transport inhibitor project, imaging, high-content, 3617.4 mouse cells. test concentration mostly 20 µM; stimulated with dexamethasone, 1 µM; hits give low values. z-score, hits read low. actives 0.47% (n = 220,000). AID 1381, 2008;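 active = plate z-score of nuclear minus cytoplasmic receptor signal below a set negative limit, without overly bright fluorescence or cell loss, cut at about -3.5 in these data, passing the limit was not always enough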;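 note: z-score of nuclear minus cytoplasmic ring GR-EGFP intensity difference per well; some compounds called inactive have numbers as strong as hits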
#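 Also added: dexamethasone, 1.0 µM final. Medium: tet-free, stripped-serum medium. Detection: fixed, Hoechst-stained cells imaged at 10x for EGFP. Read-out: nuclear-to-cytoplasmic GR-EGFP distribution per well. Times: induction 48 h, compound 1 h, agonist 30 min.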
# MT stabilize HCS = microtubule stabilizers in HeLa cells, primary screen, imaging, high-content imaging | HeLa tubulin immunostaining HCS, 24 h; share of cells brighter than vehicle mean+2SD | % tubulin-high responders, % at 10 µM | actives 0.83% (n = 200,000) | AID 2205, 2009;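 active = plate Z-score above 3 for both tubulin-high and condensed-nucleus cell shares, with cell loss under 80%, at 10 µM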;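 note: anti alpha tubulin signal scored within the nucleus-defined area of each cell; some results filed as inactive read as strong as hits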
# Ins promoter up = insulin promoter activators in MIN6 cells, imaging, high-content screening, mouse beta cells | MIN6 insulin promoter-GFP reporter; hits give high values | z-score at 5 µM | actives 0.3% (n = 190,000) | AID 1625, 2009;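 active = z-score above 3 at 5 µM with at least 500 cells counted in the well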
# WT yeast gro inh = growth inhibition of WT strain, primary screen, mitochondrial fusion inhibitor project, WT and mutant strains, chemical genetic; mitochondrial fusion phenotypic screen; inhibition, % at 10 µM; actives 2.1% (n = 190,000); AID 1362, 2008; in the data active = inhibition above about 58%; tested in S. cerevisiae
# Yfh1-off respiration = enhancers of respiration in Yfh1-depleted yeast, dose response, Friedreich's ataxia, plus single-dose screen (AID 1465). S. cerevisiae Yfh1-off respiration, WST-1 reduction, 72 h; higher fold induction means a stronger effect. fold induction at 50 µM, or EC50 in µM where a hit was titrated. actives 0.074% (n = 220,000);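 active = fold induction of absorbance versus untreated yeast above a set limit, then at least 30% activation at any dose in follow-up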;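 note: activators that raise dye reduction in frataxin-depleted yeast; strong numbers were not always called active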
# PMI inhibition = human PMI inhibitors, high substrate, primary screen, biochemical, fluorescence intensity, high mannose 6-phosphate (AID 1220) | actives 0.66% (n = 190,000) | one-dose inhibition, % at 20 µM; IC50 in µM for titrated hits | recombinant PMI enzyme, coupled fluorescence intensity; higher % means a stronger effect
# Autophagy HCS = autophagy modulators in MEF cells, primary screen, imaging, high-content, MEF GFP-LC3; MEF GFP-LC3 puncta imaging; test concentration mostly 10 µM; calls only at 10 µM (by protocol); actives 0.98% (n = 190,000); AID 463193, 2010;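 active = percentage of spot-positive cells more than 3 SD above its plate mean, without a fluorescence outlier flag or 80% toxicity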;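 note: spot-positive cell cutoff set from DMSO-treated cells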
# WT yeast gro inh mutant strain = second read-out of WT yeast gro inh, no call of its own (marks repeat the call); inhibition, %; mitochondrial fusion phenotypic screen, mutant strain inhibition
# Dynein transport cytoplasmic EGFP = second read-out of Dynein transport, no call of its own (marks repeat the call); z-score; measured here: cytoplasmic GR-EGFP intensity; hits give high values
# Dynein transport nuclear GR-EGFP = further read-out of Dynein transport, marked with its call; z-score; measured here: nuclear GR-EGFP intensity;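 lower value marks the stronger effect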
# Dynein transport cell count = also measured in Dynein transport; calls as there; z-score; measured here: cell count per field
# Ins promoter up cell count = further read-out of Ins promoter up, marked with its call; cell count; measured here: cytotoxicity, nuclei count;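 total cells summed across four imaged fields per well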
# b-catenin transl cell count 5 µM = second read-out of b-catenin transl, no call of its own (marks repeat the call); cell count; measured here: cell count, cytotoxicity flag
# MT stabilize HCS Hoechst-high % = further read-out of MT stabilize HCS, marked with its call; % Hoechst-high responders; measured here: nuclear condensation Hoechst responders;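 share of cells brighter than vehicle mean plus two SD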
# MT stabilize HCS cytotoxicity % = further read-out of MT stabilize HCS, marked with its call; toxicity, %; measured here: cytotoxicity by cell density;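 0% = mean cell density of plate MIN control wells and 100% = no cells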
# Autophagy HCS cell loss 18 h = further read-out of Autophagy HCS, marked with its call; toxicity, %; measured here: cell loss, nuclei count;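 cell loss after 18 h compound exposure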
# The depositor's hits bear a star; i = inactive; · = no result given; + = active, no number. Cut-off read from the data, not from the text of the source, unless noted: active = inhibition above about 50%; inactive = the rest.
SMILES,b-catenin transl,b-catenin transl cell count 5 µM,human PMI inhibition,Dynein transport,Dynein transport cytoplasmic EGFP,Dynein transport nuclear GR-EGFP,Dynein transport cell count,MT stabilize HCS,MT stabilize HCS Hoechst-high %,MT stabilize HCS cytotoxicity %,Ins promoter up,Ins promoter up cell count,WT yeast gro inh,WT yeast gro inh mutant strain,Yfh1-off respiration,PMI inhibition,Autophagy HCS,Autophagy HCS cell loss 18 h
CCO[C@H]1OC(C(=O)O)=C[C@@H](c2ccc3c(c2)OCO3)[C@@H]1CCCO,1.2,996,8%,-0.56,-0.25,-0.07,-0.3,1.5,1.3,3.3,-0.71,1530,5,4,i,11%,i,-12
CC(OC(=O)CCCN1C(=O)c2ccccc2C1=O)C(=O)Nc1ncc(Cl)cc1Cl (stereo unspecified),-6.8,1018,-7%,1.3,-0.38,0.35,-0.41,4.7,2.4,12,0.41,1185,20,-1,i,-1%,i,6
COc1ccc(CCCc2nc3ccccc3[nH]2)cc1,-0.4,1280,·,-0.23,-0.21,0.34,0.51,·,·,·,-0.47,906,·,·,i,·,·,·
Cc1ccc(OCC(=O)Nc2ccc(-c3nnc(-c4ccco4)o3)cc2)cc1,4.3,1402,12%,-0.11,-0.088,0.0045,0.5,2.2,3.4,12,0.45,1447,1,-4,i,9%,i,-9
Cc1ccc(S(=O)(=O)NCC(=O)N(CC(=O)NCC2CCCO2)C2CCCC2)cc1 (stereo unspecified),-1.8,821,2%,-0.56,0.2,-0.11,0.33,1.6,2.2,13,·,·,-1,-1,i,-4%,i,36
CCOC(=O)c1sc(=NC(=O)c2ccc(S(=O)(=O)N(C)c3ccccc3)cc2)n(C)c1C,0.2,1064,-18%,-0.52,0.036,-0.12,0.47,8.6,5.3,6.1,-0.8,1260,2,5,i,-10%,i,12
NC(=O)c1c(NC(=O)CSc2nnc(-c3ccco3)n2-c2ccccc2)sc2c1CCC2,-0.3,872,24%,-0.4,-0.13,0.035,0.21,23*,41*,54*,·,·,0,-6,i,32%,i,5
COc1cccc(CN2CCN(Cc3ccc(C#CC(C)(C)O)s3)CC2CCO)c1 (stereo unspecified),1.4,1076,-7%,0.46,-0.28,0.041,-0.91,4.0,3.3,7.4,-0.04,1479,-6,13,i,-12%,i,7
Cc1ccc(OCCN2C(=O)C(=O)c3cccc(C)c32)cc1,1.2,1531,·,-1,-0.28,-0.64,1.4,1.0,0.6,5.8,·,·,-1,3,i,·,i,-2
CCOc1ccc(-c2noc(-c3ccncc3)n2)cc1OCC,·,·,17%,-0.4,-0.29,-0.82,0.78,2.1,1.3,1.3,1.3,1136,-6,-18,i,11%,i,2
Nc1c(C(=O)N/N=C/c2ccc(OCc3ccccc3)cc2)cnn1-c1ccccc1,1.2,1331,·,0.16,-0.18,0.56,-0.68,·,·,·,0.24,1010,·,·,i,·,·,·
Cn1cccc1CNC(=O)Nc1ccccc1,2.9,981,2%,0.43,-0.27,0.44,0.46,1.6,1.7,4.7,·,·,-3,9,i,-6%,i,2
COc1ccc(-c2cc(=O)c3cc(C)ccc3[nH]2)cc1,·,·,-27%,1.2,-0.28,0.86,0.37,3.1,2.5,7.5,0.16,1170,-16,4,i,-22%,i,-2
COc1cc2c(cc1OC)C(c1ccc(-c3ccc(Cl)cc3Cl)o1)=NCC2,2.6,1364,9%,0.55,-0.044,0.73,0.39,3.0,1.6,0.5,-1.4,1523,49,53,·,4%,i,-7
CCOc1ccc(N(C(C)C(=O)NN=C2CCCCCCC2)S(C)(=O)=O)cc1 (stereo unspecified),-0.6,527,-6%,0.86,-0.23,0.086,-0.97,2.1,2.1,10,-0.09,1334,-10,-30,i,2%,i,8
NC(=O)c1ccccc1NC(=O)/C=C/c1cccc(Cl)c1,0.5,1416,6%,-0.14,-0.18,-0.23,0.3,2.0,1.7,2.7,-0.47,1616,22,10,i,3%,i,8
O=C(O)c1ccc2c3c(cccc13)C(=O)N(OS(=O)(=O)c1ccccc1)C2=O,-0.7,1513,-11%,-0.59,-0.31,-0.16,0.69,2.2,1.8,5.3,0.34,1313,-14,10,i,6%,i,-7
NC(=O)Cc1nc2scc(-c3ccc(Cl)cc3)c2c(=O)[nH]1,1.7,1327,2%,0.33,-0.31,0.11,-0.69,1.8,1.8,0.3,0.37,1429,6,1,i,5%,i,-4
O=C(CS(=O)(=O)c1cccc(C(F)(F)F)c1)Nc1ccccc1Cl,-0.5,1346,-5%,-0.39,-0.22,-0.51,0.4,0.5,0.9,6.4,-0.06,1597,-7,-30,i,-8%,i,-6
Cc1cccc(NC(=O)CN(C)S(=O)(=O)c2cccc3nsnc23)c1C,·,·,3%,-0.18,0.21,0.11,-0.3,3.9,2.7,2.9,·,·,1,-9,i,-1%,i,-8
CC1Cc2ccccc2N1C(=O)c1cc2sccc2n1Cc1ccccc1 (stereo unspecified),-4.1,1131,-4%,0.56,-0.12,0.65,0.025,2.7,1.5,4.8,0.11,659,26,13,i,-4%,i,0
Cc1ccc(CNC(=O)C(NS(=O)(=O)c2cccc3nsnc23)c2ccccc2)cc1 (stereo unspecified),-3.3,558,7%,-0.16,-0.19,0.84,0.0087,2.0,3.7,10,-0.04,1307,12,-4,i,12%,i,-5
COCCCNC(=O)C(C#N)c1nc2ccccc2nc1N1CCCC1 (stereo unspecified),·,·,·,-0.12,-0.16,-0.095,1.3,4.3,3.1,9.4,·,·,·,·,i,·,i,-5
COc1cccc(CN2CCNC(=O)C2CC(=O)NCCc2nc(C)c(C)s2)c1OC (stereo unspecified),0.5,1474,·,-0.4,-0.21,-0.29,-0.25,3.7,1.6,3.8,0.09,1017,2,-9,i,·,i,-15
Cc1oc(-c2cccs2)nc1CN1CCN(CC(C)C)C(CCO)C1 (stereo unspecified),0.6,1148,18%,-0.4,-0.26,-0.38,1,3.5,1.2,2.6,0.9,1382,14,9,i,14%,i,-15
CCn1cc(Br)c(C(=O)NC(=S)Nc2ccc(C(=O)OC)cc2)n1,·,·,3%,0.31,-0.35,-0.23,0.38,3.1,2.5,1.2,0.36,1089,7,-10,i,6%,i,10
CCCCCCC(=O)N/N=C/c1ccco1,-0.7,1106,-1%,-0.81,-0.25,-0.25,0.76,2.3,2.5,6.8,-0.51,1359,0,31,i,-10%,i,-1
Cc1csc2ncc(C(=O)NCc3ccccn3)c(=O)n12,-2.9,1205,-13%,0.93,-0.21,0.57,0.057,4.2,1.7,9.0,-0.27,1360,8,4,i,-13%,i,11
Cc1ccc(NC(=O)c2ccccc2N(C)S(C)(=O)=O)cc1C,·,·,-2%,-0.8,-0.24,-0.4,0.43,1.7,2.1,5.9,·,·,-30,0,i,-6%,i,-4
COc1ccc(N2CCN(C(=O)c3cc4c(-c5cccc(OC)c5)nn(C)c4s3)CC2)cc1,0.2,1011,23%,0.12,-0.26,0.2,1.1,3.9,1.7,13,-1.4,1101,29,0,i,27%,+,13*
CCOC(=O)C1(Cc2ccccc2)CCN(Cc2cn[nH]c2-c2ccccc2)CC1,0.2,1035,7%,1.3,0.15,1.1,-0.83,1.3,1.0,2.3,·,·,13,1,i,4%,i,8
N#Cc1ccsc1NC(=O)CCc1ccccc1,-2.7,1151,-24%,0.24,-0.27,0.4,-0.7,4.0,3.5,5.3,0.87,1463,-9,5,i,-8%,i,22
Nc1nc2nccc(-c3ccc(Cl)cc3)n2n1,-3.3,593,-18%,1,-0.17,0.68,-0.2,6.3,1.2,23,0.05,1251,8,24,i,-19%,i,20
CCC(C)NCC(=O)Nc1sc2c(c1C(N)=O)CCC2 (stereo unspecified),-5.2,1296,6%,-0.11,-0.28,-0.057,0.66,2.5,2.8,2.2,0.83,771,3,20,i,1%,i,4
COc1ccc(CCNC(=O)C2CC(=O)N(c3ccc(C(C)(C)C)cc3)C2)cc1OC (stereo unspecified),1.3,1519,3%,0.74,-0.28,1.1,-0.84,4.0,2.1,16,-0.24,1496,12,6,i,-4%,i,15
CCOc1cc(N2CCOCC2)c(OCC)cc1NC(=O)COC(=O)c1cc2ccccc2cc1O,·,·,-6%,-0.45,-0.25,-0.56,0.57,2.0,3.3,2.1,0.67,1365,9,12,i,11%,i,13
Cc1cc(/C=N/NC(=O)c2cccc([N+](=O)[O-])c2)c(C)n1-c1ccccc1,-2.2,1105,4%,1.1,-0.16,1.5,-1.4,3.6,1.8,13,-0.82,1414,17,-2,i,-2%,i,-1

# Rows are unselected; about 5% have a hit in one of these screens.
